Screens deposited in PubChem by National Center for Advancing Translational Sciences (NCATS).
NPSR antag = qHTS Assay for Antagonists of the Neuropeptide S Receptor: cAMP Signal Transduction; Q6W5P4; CHO-NPSR cells, cAMP TR-FRET, antagonist mode; Potency, µM (titrated, usually from 38.3 µM), inactives show at the highest dose activity change, negative = inhibition, actives largely listed as inhibitors; 1% of 220,000 active; note: potency is the fitted concentration of half-maximal effect; % is set by controls: 0 for no effect and ±100 for the full control effect; nearly all actives have a fitted effect of over 50% in size; many of its hits are not listed in these tables
L3MBTL1 inh = qHTS Assay for the Inhibitors of L3MBTL1. Lethal(3)malignant brain tumor-like protein 1 (Homo sapiens), Q9Y468. AlphaScreen L3MBTL1–H3K9me1 peptide binding. Potency, µM (top dose mostly 57.1 µM), inactives show top-dose activity, negative = inhibition, most hits filed as inhibitors. 0.66% of 230,000 active. AID 485360, 2010; note: potency is the fitted concentration of half-maximal effect; % is set by controls: 0 for no effect and ±100 for the full control effect; nearly all actives have a fitted effect of over 60% in size
Target sequence (Q9Y468 whole entry, looked up): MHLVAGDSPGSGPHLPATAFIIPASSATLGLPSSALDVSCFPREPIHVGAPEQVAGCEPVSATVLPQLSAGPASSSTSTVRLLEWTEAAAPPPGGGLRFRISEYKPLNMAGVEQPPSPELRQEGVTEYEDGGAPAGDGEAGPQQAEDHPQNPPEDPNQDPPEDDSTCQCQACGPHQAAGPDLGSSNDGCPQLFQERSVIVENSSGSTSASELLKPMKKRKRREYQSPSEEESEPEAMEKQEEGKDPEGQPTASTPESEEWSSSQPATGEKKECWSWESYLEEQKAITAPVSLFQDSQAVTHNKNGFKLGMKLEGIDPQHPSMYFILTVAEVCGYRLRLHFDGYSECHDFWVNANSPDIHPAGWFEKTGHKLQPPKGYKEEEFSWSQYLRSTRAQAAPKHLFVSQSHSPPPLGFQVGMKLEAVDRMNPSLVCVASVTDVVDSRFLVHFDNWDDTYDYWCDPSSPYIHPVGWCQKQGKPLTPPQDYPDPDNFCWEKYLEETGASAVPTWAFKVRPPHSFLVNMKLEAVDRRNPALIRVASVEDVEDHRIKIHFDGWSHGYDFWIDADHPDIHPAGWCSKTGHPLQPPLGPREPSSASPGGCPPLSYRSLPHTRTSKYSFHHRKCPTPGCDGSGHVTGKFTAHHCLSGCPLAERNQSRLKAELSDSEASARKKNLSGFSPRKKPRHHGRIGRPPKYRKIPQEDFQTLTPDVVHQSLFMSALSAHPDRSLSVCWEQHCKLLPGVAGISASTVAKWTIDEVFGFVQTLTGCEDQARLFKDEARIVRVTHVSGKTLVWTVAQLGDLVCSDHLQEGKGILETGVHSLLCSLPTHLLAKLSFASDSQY
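L3MBTL1 (50 nM) pre-complexed 30 min with biotinylated H3(1-15)K9me1 peptide (75 nM), then compounds added for 30 min at room temperature; AlphaScreen streptavidin donor/nickel chelate acceptor beads (10 ug/mL final) read after 30 min dark incubation.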
HTT aggregate = qHTS Multiplex Assay to Identify Dual Action Probes in a Cell Model of Huntington: Aggregate Formation (GFP); PC12 HttQ103-GFP aggregates, Acumen cytometry, 40 h; Potency, µM (highest dose often 46.1 µM), inactives show at the top dose activity change, negative = inhibition, most hits filed as inhibitors; 1.1% of 220,000 active; AID 1688, 2009; note: potency is the fitted concentration of half-maximal effect; % is set by controls: 0 for no effect and ±100 for the full control effect; nearly all actives have a fitted effect of over 60% in size
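PC12 cells stably carrying ecdysone-inducible HTT exon 1 Q103–GFP were induced with tebufenozide (100 nM final) and treated with library compounds in titration. GFP aggregates in lysates were counted by laser scanning cytometry.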
KinaseGlo FLuc = Counterscreen for Luciferase (Kinase-Glo TM) Inhibition | Potency, µM (top dose mostly 38.3 µM), inactives show at the top dose activity change, negative = inhibition, hits mostly inhibitors | 0.28% of 200,000 active | AID 1379, 2008 | Luciferin 4-monooxygenase (Photuris pensylvanica), Q27757 | Kinase-Glo luciferase, ATP luminescence, 8 min; note: potency is the fitted concentration of half-maximal effect; % is set by controls: 0 for no effect and ±100 for the full control effect; nearly all actives have a fitted effect of over 60% in size
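Luminescence was the read-out, taken after 8-minute incubation at ambient temperature. Luciferase turned over luciferin with 10 uM ATP in imidazole pH 7.2 buffer containing KCl, MgCl2, Tween 20 and BSA.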
IMPase Li cell = qHTS Assay for Identifying the Cell-Membrane Permeable IMPase Inhibitors: Potentiation with Lithium; CHO-M1 cells, IP1 TR-FRET (IP-One), carbachol + lithium; Potency, µM (top dose mostly 59.4 µM), for the others: top-dose activity, negative = IMPase inhibition, most hits filed as inhibitors; 0.35% of 210,000 active; AID 1457, 2008;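 note: IP1 builds up when IMPase is blocked and the TR-FRET signal falls; potency is the fitted concentration of half-maximal effect; plate controls were basal vehicle for no effect and high inhibitor control for full effect; nearly all actives have a fitted effect of over 50% in size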
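Concentration–response in CHO-M1 cells, lithium-potentiated; 30 min at 37C. IP1 detected by competitive TR-FRET after 10 min lysis at RT. Hill-fitted AC50.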
Epigenetic reg = Quantitative High-Throughput Screen for Regulators of Epigenetic Control; murine LDR cells, GFP reporter derepression, 30 h; Potency, µM (doses to about 53.9 µM), without a hit: at the top dose GFP activation, most hits filed as activators; 0.2% of 280,000 active; AID 1865, 2009; note: potency is the fitted concentration of half-maximal effect; % of control where 0% means no effect; nearly all actives have a fitted effect of over 60% in size
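In this reporter-derepression format, murine cells bearing a silenced integrated CMV-GFP locus incubate with test compound (30 h, 37 C), then are washed and imaged; fluorescent objects of 20–120 um count as induced cells.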
CBFb RUNX1 block = qHTS Assay for Compounds Blocking the Interaction Between CBF-beta and RUNX1 for the Treatment of Acute Myeloid Leukemia | Runt-related transcription factor 1 (Homo sapiens) + Core-binding factor subunit beta … | Potency, µM (titrated, usually from 59.8 µM), for the others: at the top dose activity, negative = inhibition, actives largely listed as inhibitors | AID 1477, 2009 | AlphaScreen CBFb-His/RUNX1-biotin binding, biochemical | 230,000 tested, under 10 active; note: % of control where 0% means no effect
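Inhibition was taken as any reduction in AlphaScreen signal from the CBF-beta–RUNX1 pair (His and biotin tags, 30 nM each), measured after compound (15 min) and bead (90 min) incubations at room temperature.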
* marks the source's active call; other numbers are inactive results; ? = inconclusive; · = no result given; [ ] = dose if it differs, or a comment. Calls come from the whole dose curve; as a rule, active = well fitted curve in the direction sought with a large enough effect; inconclusive = small, poorly fitted or top-dose-only effect, or another doubt; inactive = no such curve, though single readings can be large; an effect the other way counts as inactive or inconclusive. Some of the compounds tested; rates above refer to the full screens.

SMILES,IMPase Li cell,NPSR antag,KinaseGlo FLuc,HTT aggregate,Epigenetic reg,CBFb RUNX1 block,L3MBTL1 inh
CCOC(=O)/C=C1\Nc2ccccc2OC1=O,-4.3%,0.3%,0.4%,5.5%,?,-2.5%,12.3%
CN(CC(=O)NC(=O)NCc1ccccc1)Cc1ccc(Cl)c(Cl)c1,-1.2%,-20.7%,4.9%,-14.8%,0.0%,?,15.2%
O=c1oc(-c2ccc(Cl)c(Cl)c2)nn1-c1ccc(C(F)(F)F)cn1,·,-8.1%,·,4.1%[9.22 µM],1.6%,3.9%,-2.8%
Cc1ccc(NC(=O)c2c(C(F)(F)F)nn(C)c2SCc2ccc(Cl)cc2)cc1C,23.1%[38.3 µM],?,-2.1%,?,-1.6%,13.4%,12.7%
CC(C)COC(=O)COc1cc(Cl)c(Cl)cc1Cl,-7.6%,·,·,·,·,26.3%[21.7 µM],78.8%[activator]
C[C@H](CCC(=O)O)[C@H]1CC[C@H]2[C@@H]3CC[C@@H]4C[C@H](O)CC[C@]4(C)[C@H]3C[C@H](O)[C@]12C,-3.4%,·,·,21.7%,·,11.9%[21.7 µM],·
CCOC(=O)CCSc1nc(C)c2cc(OC)ccc2n1,6.6%,0.3%[46.1 µM],-1.4%,-1.0%,8.1%,5.0%,19.3%
Cc1nn(-c2ccccc2)c2sc(C(=O)n3cccn3)cc12,-18.1%[38.3 µM],8.2%[46.1 µM],4.6%,6.1%,-2.1%,3.9%,8.3%
c1ccc(SCc2nc3ccccc3[nH]2)nc1,0.4%[38.3 µM],9.5%[46.1 µM],-8.4%,-6.8%,-9.1%,-1.7%,1.4%
CC12COC3(C(=O)NCCc4ccccc4)CC1CCC32C (configuration not stated),-3.2%,-10.4%,1.8%,11.7%,0.0%,-1.4%,-5.9%
Cc1ccc(SCc2nc(-c3ccncc3)no2)cc1,13.7%[38.3 µM],-11.7%[46.1 µM],0.4%,-5.0%,0.0%,5.4%,·
Cc1ccc(NS(=O)(=O)c2cc(C(=O)NCCSC3CCCCC3)ccc2C)cc1,16.7%,?,7.6%,?,-0.9%,6.8%,3.9%
Cc1c(NC(=O)/C(C#N)=C/C2CC=CCC2)c(=O)n(-c2ccccc2)n1C (configuration not stated),43.5%[activator][38.3 µM],-14.9%[46.1 µM],-1.1%,0.7%,0.0%,5.1%,·
C=CCNC(=O)CN1CCC(NC(=O)c2ccco2)CC1,-9.0%,20.6%,2.3%,-17.1%[9.22 µM],1.5%,-3.0%,14.4%
Cc1c(NC(=O)c2ccccc2NS(=O)(=O)c2ccc(Br)cc2)c(=O)n(-c2ccccc2)n1C,-1.4%[38.3 µM],-2.3%[46.1 µM],-2.8%,28.7%,-1.0%,5.9%,11.0%
COc1ccc(-[n+]2c(C)cc(/C=C3\Sc4ccccc4N3C)cc2C)cc1,38.2%[activator],?,-2.4%,1.12µM*,3.16µM*,-4.0%,8.8%
Cc1ccc2c(c1)C(c1ccccc1)N(C(=O)c1ccc(Br)o1)CC(=O)N2 (configuration not stated),-1.0%[38.3 µM],-16.2%[46.1 µM],-1.3%,-15.0%,2.2%,-11.9%,·
CCCCCCNC(=O)c1c(O)c2cccc3c2n(c1=O)CCC3,18.5%[38.3 µM],-23.4%[46.1 µM],-3.7%,-5.0%,1.9%,16.3%,·
CCOC(=O)c1cc(-c2csc(Nc3ccccc3Cl)n2)on1,·,40.2%,·,-7.3%[9.22 µM],-0.3%,7.4%,10.6%
O=c1c2ccccc2cnn1Cc1cccc(Br)c1,3.0%,-13.9%,-8.5%,-12.7%[9.22 µM],0.4%,-1.8%,10.7%
S=c1[nH]ncn1NCc1ccc(Cl)cc1Cl,9.2%,-7.2%,-0.1%,-6.1%,0.9%,-6.5%,-1.2%
CCn1c(SCC(N)=O)nnc1-c1ccc(OC)c(OC)c1,7.4%[38.3 µM],5.4%[46.1 µM],-0.5%,16.3%,-1.3%,10.8%,0.3%
COc1ccc(CCNC(=O)c2ccc3c(SCC(=O)O)c4c(nc3c2)CCCC4)cc1OC,-4.3%,6.2%,-1.3%,-19.9%,-0.1%,-14.8%,·
CCCSc1cc(NCCOC(C)=O)c([N+](=O)[O-])c2nonc12,6.4%,8.9%,5.0%,1.2%,0.0%,-0.7%,3.3%
Nc1sc(-c2ccccc2)n[n+]1Cc1cccc2cccnc12,·,-47.2%,·,-20.5%[9.22 µM],0.9%,7.4%,·
COc1ccc(C2CC(c3ccccc3OC(C)=O)=NN2C(=O)/C=C/c2ccccc2)cc1OC (configuration not stated),16.8%,?,-0.1%,-26.8%,-3.2%,3.3%,-5.0%
C#CCONC(=O)c1cc(OCC(F)(F)F)ccc1OCC(F)(F)F,-3.6%[38.3 µM],-12.3%[46.1 µM],0.1%,-4.6%,0.0%,1.9%,-1.3%
O=C(NCc1ccc2c(c1)OCO2)C1CC(=O)N(C2CCCC2)C1 (configuration not stated),-8.1%[38.3 µM],-5.5%[46.1 µM],-1.8%,-5.1%,0.0%,-1.3%,2.7%
Cc1nn(Cc2nnc(SCC(=O)Nc3ccc(Cl)cc3)n2C)c(C)c1[N+](=O)[O-],·,-2.6%,·,-18.1%[9.22 µM],-2.8%,-5.7%,·
Cc1[nH]c2ccccc2c1/C=N/NC(=O)C1CC1(c1ccccc1)c1ccccc1 (configuration not stated),15.3%,-38.0%,2.1%,12.6µM*,12.4%,-24.4%,-14.4%

Structural class: those above with a CF3 group (3)
SMILES,IMPase Li cell,NPSR antag,KinaseGlo FLuc,HTT aggregate,Epigenetic reg,CBFb RUNX1 block,L3MBTL1 inh
O=c1oc(-c2ccc(Cl)c(Cl)c2)nn1-c1ccc(C(F)(F)F)cn1,·,-8.1%,·,4.1%[9.22 µM],1.6%,3.9%,-2.8%
Cc1ccc(NC(=O)c2c(C(F)(F)F)nn(C)c2SCc2ccc(Cl)cc2)cc1C,23.1%[38.3 µM],?,-2.1%,?,-1.6%,13.4%,12.7%
C#CCONC(=O)c1cc(OCC(F)(F)F)ccc1OCC(F)(F)F,-3.6%[38.3 µM],-12.3%[46.1 µM],0.1%,-4.6%,0.0%,1.9%,-1.3%

Next part
SMILES,IMPase Li cell,NPSR antag,KinaseGlo FLuc,HTT aggregate,Epigenetic reg,CBFb RUNX1 block,L3MBTL1 inh
O=C(NCCc1c[nH]c2ccccc12)C(=O)NCC(c1cccnc1)N1CCN(c2ccccc2)CC1 (configuration not stated),1.5%,2.5%,-1.4%,3.55µM*,-1.0%,0.8%[2.36 µM],-8.6%
CCOP(=O)(OCC)C(C)(C)NC(=O)c1cc([N+](=O)[O-])cc([N+](=O)[O-])c1,-10.8%[38.3 µM],-6.1%[46.1 µM],13.3%,7.8%,0.0%,-3.4%,·
COc1cc([N+](=O)[O-])ccc1NC(=O)CN1CCCC1,-2.2%,6.9%,4.4%,3.5%[9.22 µM],-1.9%[10.1 µM],1.0%,9.4%
Cc1c(Br)c([N+](=O)[O-])nn1CC(=O)N1CCc2ccccc2C1,7.2%,8.7%,0.4%,?,-1.8%,1.2%,-1.8%
CCOC(=O)c1cc2sccc2n1Cc1ccccc1,35.7%[activator][38.3 µM],-7.0%[46.1 µM],-1.9%,-4.0%,-1.1%,27.9%,·
N=c1oc2ccccc2cc1C(=O)N/N=C/c1ccccc1,0.2%[38.3 µM],-7.3%[46.1 µM],?,19.8%,16.8%,-10.2%,12.4%
CC1CCC2C(=O)N(c3ccc(C(=O)NCc4ccccc4)cc3)C(=O)C2C1 (configuration not stated),3.0%,-1.9%,-1.4%,2.3%,-0.9%,5.0%,-1.3%
c1cncc(-c2nc(-c3ccco3)cs2)c1,17.7%[38.3 µM],-12.2%[46.1 µM],-4.4%,-2.0%,-1.0%,-23.5%,·
CC1(CCC#N)N=C(SCCC#N)N(c2ccccc2)C1=O (configuration not stated),0.3%[38.3 µM],-2.4%[46.1 µM],-6.7%,0.5%,2.9%,-11.1%,-1.0%
Cc1nn(C)cc1C(C(=O)NC1CCCCC1)N(C(=O)Cn1nnc2ccccc21)c1ccc(F)cc1 (configuration not stated),36.4%[activator][38.3 µM],10.2%[46.1 µM],-3.9%,1.9%,0.8%,0.5%,·
COc1cc(NC(=O)c2c(F)cccc2F)nc(OC)n1,-17.1%[38.3 µM],-1.6%[46.1 µM],-7.1%,-7.0%,-0.9%,3.7%,1.0%
ClCC1NCC(c2ccccc2Cl)c2c1[nH]c1ccccc21 (configuration not stated),-4.1%,-57.6%,2.3%,-11.6%,?,-13.5%,·
O=C(Cn1cc2c(n1)CCCC2)Nc1cc(-c2cccc(Cl)c2)no1,9.0%[38.3 µM],-20.2%[46.1 µM],1.2%,-5.9%,1.7%,7.6%,-4.1%
CCCn1c2c(c(O)c(C(=O)Nc3ccccc3)c1=O)CCCC2,8.1%[38.3 µM],-27.8%[46.1 µM],1.9%,-7.3%,-0.9%,0.9%,-2.8%
CCOC(=O)C1=C2N(C)c3ccccc3N2CCC1=O,19.6%[38.3 µM],3.1%[46.1 µM],-7.7%,-2.1%,0.0%,5.2%,·
CCN(CC)CCCNC(=S)N(Cc1cccnc1)Cc1cc2cc(C)cc(C)c2[nH]c1=O,10.8%,2.1%,-2.5%,-15.9%[9.22 µM],-1.1%,4.2%,-7.5%
CC(C)(O)C(=O)NN(Cc1ccccc1)c1ccccc1,2.8%,5.9%,1.2%,-4.1%,0.9%,19.3%,1.7%
Cc1[nH]nc2c1C(c1cccs1)C1=C(CC(C)(C)CC1=O)N2 (configuration not stated),3.0%,-16.0%,-0.1%,12.1%,1.1%,2.1%,-5.2%
Cc1cc(NC(=O)c2ccccc2Cl)no1,-10.9%[38.3 µM],-3.5%[46.1 µM],-6.4%,13.3%,-0.9%,1.4%,-1.2%
COc1ccc(-c2cnc[nH]2)cc1,-0.2%,5.8%,3.9%,7.5%,-0.3%,?,-18.1%
